Screening data (PubChem)
GAA glycogen: GAA glycogen-cleavage inhibition or activation; P10253; recombinant GAA, glycogen substrate, Amplex Red glucose oxidase fluorescence; Potency, µM (highest dose often 76.4 µM), inactives show at the top dose activity change, negative = inhibition, hits mostly inhibitors; 300,000 tested, 0.38% active; AID 2100;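 further: 0% = full enzyme reaction and -100% = no-enzyme basal signal; the screen sought inhibitors and activators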
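Natural-substrate format: glycogen cleavage by 4 nM human enzyme, glucose read by Amplex Red coupling (Ex 573, Em 610 nm). Normalized to enzyme and no-enzyme controls.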
Epigenetic reg: epigenetic control regulation, reporter derepression; Potency, µM (series often up to 53.9 µM), without a hit: top-dose GFP activation, usual class: activators; AID 1865; 280,000 tested, 0.2% active; murine LDR cells, GFP reporter derepression, 30 h; further: % of control where 0% means no effect; nearly all actives have a fitted effect of over 60% in size
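Murine LDR cells bearing a silenced CMV-driven GFP reporter were exposed to compound for 30 h at 37 C. After PBS washes, GFP-positive cells (20-120 um objects) counted by laser-scanning microplate cytometry.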
aGal spleen mod: inhibits or activates alpha-galactosidase in human spleen homogenate; P06280; human spleen homogenate, 4MU-alpha-Gal fluorescence, 40 min; Potency, µM (doses to about 80 µM), without a hit: top-dose activity change, negative = inhibition, hits mostly inhibitors; 240,000 tested, 0.008% active; AID 2107;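 further: 0% = enzyme with vehicle and -100% = no enzyme basal signal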
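Fluorogenic readout (Ex 365/Em 440 nm) of 4-methylumbelliferone released from 1 mM 4-MU-alpha-galactoside by spleen homogenate, 40 min at 37C, pH 5.0. Data normalized to no-enzyme and enzyme controls; Hill-equation AC50 from compound titrations.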
Tau fluor counter: counter-screen for tau fibril formation inhibitors | 280,000 tested, 0.93% active | Potency, µM (series often up to 57.7 µM), inactives show at the top dose activity change, negative = decrease | tau K18 P301L Alexa594 fluorescence, heparin fibrillization; further: on the % scale 0 is the no-effect control and ±100 the full control effect; nearly all actives have a fitted effect of over 55% in size
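Human tau K18 P301L (15 uM unlabeled, 0.24 uM Alexa 594-labeled) in 100 mM sodium acetate pH 7 with 20 uM heparin, 6 hr at 37 C. ThT 30 uM added, 1 hr ambient; Alexa 594 FP and total fluorescence read at 555/632 nm.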
ALDH1A1 block: inhibitors of human aldehyde dehydrogenase 1A1; P00352; Purified ALDH1A1, NADH fluorescence, propionaldehyde substrate; Potency, µM (titrated, usually from 75.3 µM), inactives show at the top dose activity, negative = inhibition, usual class: inhibitors; 220,000 tested, 7.3% active; AID 1030; active means well fitted inhibition curve with a large enough effect, not every such curve was filed as active; inconclusive means small, poorly fitted or top-dose-only effect, or another doubt; inactive means no such curve, though single readings can be large or run the other way;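 further: plate controls were no enzyme wells and a reference inhibitor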
Target sequence (P00352 whole entry, looked up): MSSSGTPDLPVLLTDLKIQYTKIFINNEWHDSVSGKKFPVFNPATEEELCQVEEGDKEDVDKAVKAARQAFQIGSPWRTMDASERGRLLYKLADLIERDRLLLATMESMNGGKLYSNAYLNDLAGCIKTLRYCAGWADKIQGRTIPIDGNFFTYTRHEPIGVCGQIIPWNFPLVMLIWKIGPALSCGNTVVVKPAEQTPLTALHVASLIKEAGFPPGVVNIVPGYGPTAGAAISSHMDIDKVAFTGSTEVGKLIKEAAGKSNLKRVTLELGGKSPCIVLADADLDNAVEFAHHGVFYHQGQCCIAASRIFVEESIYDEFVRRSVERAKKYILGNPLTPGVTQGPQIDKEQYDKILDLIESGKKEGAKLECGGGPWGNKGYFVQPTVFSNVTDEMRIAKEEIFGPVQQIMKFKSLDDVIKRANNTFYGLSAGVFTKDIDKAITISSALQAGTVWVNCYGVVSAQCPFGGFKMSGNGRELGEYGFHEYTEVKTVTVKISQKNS
GAA spleen mod: inhibitors or activators of human alpha-glucosidase in spleen homogenate; P10253; human spleen homogenate, 4-MU-alpha-glucoside fluorescence; Potency, µM (titrated, usually from 79.9 µM), inactives show top-dose activity change, negative = inhibition, most hits filed as inhibitors; 240,000 tested, 0.006% active;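 further: 0% = enzyme with vehicle and -100% = no enzyme basal signal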
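AC50 values come from Hill-equation fits of concentration-response data, normalized to no-enzyme and full-activity controls. Enzyme source: 1 ug human spleen homogenate; 1 mM fluorogenic 4-MU glucoside, pH 5.0 citrate buffer, 37 C, 40 min.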
GAA inh: blocks human lysosomal alpha-glucosidase; purified human GAA, 4-MU-alpha-glucoside fluorescence; Potency, µM (doses to about 76.9 µM), for inactives: top-dose activity change, negative = inhibition, hits mostly inhibitors; 200,000 tested, 0.005% active; P10253;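 further: plate controls were uninhibited enzyme wells for no effect and no-enzyme background for full effect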
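Fluorogenic assay: 4 nM human alpha-glucosidase with 400 uM 4-methylumbelliferyl-alpha-D-pyranoside in 50 mM citrate/phosphate, 0.005% Tween-20, pH 5.0, 20 min at room temperature. Compounds tested up to 77 uM; AC50 from Hill fits.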
NPSR antag: blocks cAMP signaling of the human neuropeptide S receptor | Q6W5P4 | CHO-NPSR cells, cAMP TR-FRET, antagonist mode | 220,000 tested, 1% active | Potency, µM (top dose mostly 38.3 µM), for inactives: top-dose activity change, negative = inhibition, most hits filed as inhibitors | AID 1461; further: on the % scale 0 is the no-effect control and ±100 the full control effect; nearly all actives have a fitted effect of over 50% in size; many of its hits are not listed in these tables
Target sequence (Q6W5P4 whole entry, looked up): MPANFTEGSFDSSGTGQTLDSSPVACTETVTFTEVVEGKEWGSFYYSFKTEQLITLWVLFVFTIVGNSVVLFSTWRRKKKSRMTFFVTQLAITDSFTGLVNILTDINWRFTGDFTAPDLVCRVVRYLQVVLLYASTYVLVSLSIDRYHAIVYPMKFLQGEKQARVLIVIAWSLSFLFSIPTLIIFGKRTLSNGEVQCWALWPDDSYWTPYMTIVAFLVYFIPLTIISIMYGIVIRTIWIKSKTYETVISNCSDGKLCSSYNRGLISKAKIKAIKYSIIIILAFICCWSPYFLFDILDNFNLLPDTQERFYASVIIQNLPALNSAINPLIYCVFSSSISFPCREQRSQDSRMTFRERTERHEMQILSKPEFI
An asterisk follows results filed as active; ? = inconclusive; / = no result given; [ ] = another dose, or the depositor's remark. Unless noted, the call rests on the fitted dose curve; in most records, active means well fitted curve in the direction sought with a large enough effect; inconclusive means small, poorly fitted or top-dose-only effect, or another doubt; inactive means no such curve, though single readings can be large; an effect the other way counts as inactive or inconclusive. Potency means the concentration at half of the fitted maximal effect. Some of the compounds tested; count on the stated rates, not on these rows.

smiles | GAA glycogen | Epigenetic reg | aGal spleen mod | Tau fluor counter | ALDH1A1 block | GAA spleen mod | GAA inh | NPSR antag
CCc1cc(C(=O)COc2ccccc2F)c(O)cc1O | -11% | 0.9% | -3% | ? | ? | 2% | -10% | ?
COc1ccc(-c2noc(Cc3cccs3)n2)cc1 | -10% | -3.5% | 3% | -20% | 8% | -7% | -12% | -23%[46.1 µM]
CCOC(=O)c1cc(C#N)c(SCC(=O)OC)[nH]c1=O | 4% | 0.0% | 8% | -11% | / | 10% | / | ?
O=C(NCC1OCCc2ccccc21)c1cc(COc2c(F)cccc2F)on1 (stereo unspecified) | -5% | -5.4% | -4% | -14% | ? | -5% | -2% | 23%
CCOc1ccc(CN2CCN(Cc3cc4c(cc3Cl)OCO4)CC2CCO)cc1 (stereo unspecified) | 4% | -3.8% | 5% | -19% | / | -7% | / | -18%
Cc1ccc(/C=C/C(=O)O)cc1S(=O)(=O)N(C)CCO | -7% | 2.0% | 2% | -4% | 24% | -10% | -13% | 21%
CCn1c(SCCC#N)nnc1-c1ccncc1 | 1% | 13% | 10% | -1% | -2% | 7% | -5% | -7%[46.1 µM]
Cc1ccc(NC(=O)CCn2c(=O)oc3ccccc32)cc1 | 16% | -1.0% | 4% | -5% | -10% | 2% | -2% | -13%[46.1 µM]
COCCNC(=S)N1CCOCC1 | 9% | -1.0% | -5% | -3% | 7% | 4% | 2% | 13%
CC(=O)OCCOc1nc(N(C)C)nc(N(C)C)n1 | -7% | -0.3% | 16% | 4% | -2% | -3% | -4% | -3%[46.1 µM]
CCOC(=O)c1c(NC(=O)CSC2=NN3CCCC(=O)N=C3S2)sc2c1CCCCC2 | -2% | -1.2% | 7% | -14% | ? | 6% | -8% | -21%
O=C(OCC(=O)c1c[nH]c2ccccc12)c1cc2ccccc2cc1O | 10% | 10% | -2% | ? | 5% | -2% | -18% | -45%

Next compounds
smiles | GAA glycogen | Epigenetic reg | aGal spleen mod | Tau fluor counter | ALDH1A1 block | GAA spleen mod | GAA inh | NPSR antag
O=C(COC(=O)c1ccc([N+](=O)[O-])o1)NC1CCS(=O)(=O)C1 (stereo unspecified) | -1% | 0.0% | 3% | 1% | ? | -1% | 1% | 15%
CC(=O)Nc1ccc2nc(CN3CCN(CC(C)C)C(CCO)C3)ccc2c1 (stereo unspecified) | 9% | -1.1% | -5% | -5% | 1% | 6% | ? | -14%
CC(C)c1ccc(CNc2ccc(N3CCOCC3)cc2)cc1 | 28µM* | -0.8% | -13% | ? | ? | -15% | -6% | -18%[46.1 µM]
CCN(CC)CCn1c(-c2ccccc2)nc2c(NCCOC)nc(C)nc21 | / | 1.4% | -3% | -4% | ? | 1% | / | /
COC(=O)[C@@H]1CC[C@H](C)[C@@H](c2ccc(C)cc2)N1C(=O)c1ccc(/C=N\OCC[C@@H]2C=C[C@H](OC(C)=O)[C@H](COC(C)=O)O2)cc1 | / | 1.1%[10.1 µM] | -10%[17.5 µM] | 2%[11.6 µM] | -5%[13.5 µM] | 3%[17.4 µM] | / | /
Cc1cc(SCC(N)=O)nc(SCC(=O)c2ccccc2)n1 | -8% | 0.0% | 5% | -3% | ? | -5% | -3% | 7%[46.1 µM]
CN(C(=O)c1c(Cl)cnn1C)C12CC3CC(CC(C3)C1)C2 | -6% | 0.0% | 0% | -5% | -15% | -6% | 2% | 0%[46.1 µM]
Cc1csc(NC(=O)c2ccc(C)c(S(=O)(=O)N3CCOCC3)c2)n1 | 4% | -1.6% | 0% | -12% | -2% | 3% | 1% | -3%
CN(C)c1ccc(C(C(=O)NC(C)(C)C)N(C(=O)c2csnn2)C2CC2)cc1 (stereo unspecified) | -17% | -1.0% | 0% | 1% | 5.6µM* | -5% | -11% | -4%[46.1 µM]
NC(N)=NS(=O)(=O)c1ccc(NC(=S)NC(=O)c2ccccc2)cc1 | 4% | 0.5% | 0% | -28% | / | 2% | / | 6%
Cc1ccc(C)c(Cn2cnc3c(cnn3C(C)(C)C)c2=O)c1 | 10% | -3.4% | 1% | -11% | ? | -6% | -8% | -14%[46.1 µM]
NC(=O)C1CCN(c2cc(Cl)ccc2[N+](=O)[O-])CC1 | 10% | 0.0% | 13% | -6% | / | -8% | / | 3%

(listing goes on)
smiles | GAA glycogen | Epigenetic reg | aGal spleen mod | Tau fluor counter | ALDH1A1 block | GAA spleen mod | GAA inh | NPSR antag
Cc1ccc(S(=O)(=O)N(CC(=O)Nc2cccc([N+](=O)[O-])c2)Cc2ccc(Cl)cc2)cc1 | -9% | 0.0% | 0% | ? | -8% | 3% | -2% | -45%
Cn1c(=O)c2c(nc(CN3CCN(C(=O)c4ccco4)CC3)n2Cc2ccccc2)n(C)c1=O | 2% | 6.5% | -2% | -10% | 13µM* | -2% | 0% | -4%[46.1 µM]
Cc1cc(N2CCOCC2)nc(SCC(=O)OCc2ccccc2)n1 | 4% | 2.6% | -12% | -2% | 9% | / | -5% | -5%
c1cn(CCCNc2ncnc3nc[nH]c23)cn1 | -10% | 0.0% | 1% | 1% | 6% | -2% | -2% | 2%[46.1 µM]
Cc1cc(C)c(S(=O)(=O)O)c(C)n1 | 3% | 4.4% | 5% | 7% | 2% | 0% | -1% | -1%[46.1 µM]
CCN1CC(CN(C)Cc2nc(-c3ccc(C(F)(F)F)cc3)no2)CC1=O (stereo unspecified) | 4% | -0.9% | -1% | 2% | 7% | 0% | 12% | 4%
Cc1ccc(C(=O)Nc2cc(C)c(OCC(=O)N3CCOCC3)c(C)c2)cc1 | -2% | 3.9% | 7% | -3% | -2% | 3% | -2% | -4%[46.1 µM]
O=C(CN1C(=O)c2cccc3cccc(c23)C1=O)N1CCN(c2ccccn2)CC1 | 2% | -1.3% | -20% | 15% | 12% | -11% | 9% | 5%
CSCCC(NC(=O)c1cc(CC(C)C)oc1C)C(=O)O (stereo unspecified) | 0% | -0.5% | -6% | 2% | ? | -4% | ? | -20%[46.1 µM]
OC[C@@H]1[C@@H](c2ccc(Cl)cc2)C(c2ccccc2)=NN1c1ccccc1 | / | 4.7% | ? | 10µM*[quencher] | ? | ? | / | /
COc1ccc(OCC(=O)Nc2ccncc2)cc1 | 3% | 0.0% | -6% | -16% | / | -5% | / | 7%
CCOc1ccc(C(C)C)cc1S(=O)(=O)N1CCOCC1 | 0% | -1.2% | 13% | -4% | 8.9µM* | 4% | -8% | 2%

Additional entries
smiles | GAA glycogen | Epigenetic reg | aGal spleen mod | Tau fluor counter | ALDH1A1 block | GAA spleen mod | GAA inh | NPSR antag
Cc1cc(OCC(=O)c2ccc(C(F)(F)F)cc2)n2cnnc2n1 | 7% | 0.1% | -5% | -10% | / | -3% | / | 1%
Cc1cc2c(c(C)c1Br)C(c1ccc3c(c1)OCO3)CC(=O)O2 (stereo unspecified) | / | 0.1% | 0%[119 µM] | -28%[81.3 µM] | 3% | 1%[119 µM] | / | /
N#CC(C#N)=C(Nc1ccccc1)c1ccccc1 | -2% | 5.0% | 5% | -4% | ? | 4% | -8% | -1%
Cc1cc(C)n(CC(=O)N/N=C/c2ccco2)n1 | -2% | 3.9% | 1% | 0% | -5% | -10% | 2% | -2%[46.1 µM]
COc1ccc(-c2cn[nH]c2N)cc1OC | -9% | 7.1% | 2% | 1% | -1% | -1% | 2% | -20%[46.1 µM]
COc1ccc(OC)c(N2Cc3ccccc3C2)c1 | -1% | 2.0% | 2% | -13% | -19% | -7% | 0% | -23%[46.1 µM]
Cc1cccc(N(CC(=O)NC2CCCC2)C(=O)c2c(C)noc2C)c1 | 1% | 1.1% | 7% | 2% | 11% | -2% | 1% | -6%[46.1 µM]
COc1ccc(NC(=O)c2ccccc2N(Cc2ccccc2)S(C)(=O)=O)cc1OC | 4% | 12% | -12% | 10%[2.34 µM] | -2% | 6% | 10% | -11%
CN(C)c1cccc(-c2nnc(SCCCC#N)o2)c1 | -8% | 0.8% | -1% | -3% | 5% | -6% | -20% | -12%[46.1 µM]

Part of the list above in order of molecular weight, descending:
smiles | GAA glycogen | Epigenetic reg | aGal spleen mod | Tau fluor counter | ALDH1A1 block | GAA spleen mod | GAA inh | NPSR antag
COc1ccc(NC(=O)c2ccccc2N(Cc2ccccc2)S(C)(=O)=O)cc1OC | 4% | 12% | -12% | 10%[2.34 µM] | -2% | 6% | 10% | -11%
O=C(CN1C(=O)c2cccc3cccc(c23)C1=O)N1CCN(c2ccccn2)CC1 | 2% | -1.3% | -20% | 15% | 12% | -11% | 9% | 5%
Cc1ccc(C(=O)Nc2cc(C)c(OCC(=O)N3CCOCC3)c(C)c2)cc1 | -2% | 3.9% | 7% | -3% | -2% | 3% | -2% | -4%[46.1 µM]
Cc1cc2c(c(C)c1Br)C(c1ccc3c(c1)OCO3)CC(=O)O2 (stereo unspecified) | / | 0.1% | 0%[119 µM] | -28%[81.3 µM] | 3% | 1%[119 µM] | / | /
OC[C@@H]1[C@@H](c2ccc(Cl)cc2)C(c2ccccc2)=NN1c1ccccc1 | / | 4.7% | ? | 10µM*[quencher] | ? | ? | / | /
Cc1cccc(N(CC(=O)NC2CCCC2)C(=O)c2c(C)noc2C)c1 | 1% | 1.1% | 7% | 2% | 11% | -2% | 1% | -6%[46.1 µM]
Cc1cc(OCC(=O)c2ccc(C(F)(F)F)cc2)n2cnnc2n1 | 7% | 0.1% | -5% | -10% | / | -3% | / | 1%
CCOc1ccc(C(C)C)cc1S(=O)(=O)N1CCOCC1 | 0% | -1.2% | 13% | -4% | 8.9µM* | 4% | -8% | 2%
CN(C)c1cccc(-c2nnc(SCCCC#N)o2)c1 | -8% | 0.8% | -1% | -3% | 5% | -6% | -20% | -12%[46.1 µM]
COc1ccc(OC)c(N2Cc3ccccc3C2)c1 | -1% | 2.0% | 2% | -13% | -19% | -7% | 0% | -23%[46.1 µM]
Cc1cc(C)n(CC(=O)N/N=C/c2ccco2)n1 | -2% | 3.9% | 1% | 0% | -5% | -10% | 2% | -2%[46.1 µM]
N#CC(C#N)=C(Nc1ccccc1)c1ccccc1 | -2% | 5.0% | 5% | -4% | ? | 4% | -8% | -1%
COc1ccc(-c2cn[nH]c2N)cc1OC | -9% | 7.1% | 2% | 1% | -1% | -1% | 2% | -20%[46.1 µM]
